Bioassay records: PubChem, several laboratories
PG9 Ab binder – small molecules binding HIV-1 gp120 antibody PG9; 0.43% of 360,000 active; TR-FRET gp120-PG9 antibody binding; inhibition, % at 6.7 µM; in the data active = inhibition above about 8.5%
hgDAF-12 ag – hgDAF-12 agonism, primary luciferase screen; AID 687014; HEK293 GAL4-hgDAF12 UAS-luciferase reporter, agonist luminescence; normalized to butyrate control; activation, % at 6.8 µM; 1.8% of 370,000 active;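 active = activation above a cutoff set at the mean of all screened compounds plus 3 SD, cut at about 10% in these data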;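 note: 0% = DMSO wells and 100% = sodium butyrate wells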
hcDAF-12 act – activators of H. contortus DAF-12 nuclear receptor; HEK293 hcDAF-12 lit1-tk-luc reporter, luminescence; 0% DMSO, 100% Δ7-dafachronic acid; activation, % at 6.8 µM; 1.4% of 370,000 active; AID 652067;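 active = activation above the mean of all tested compounds plus 3 SD, cut at about 5.5% in these data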;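 note: 100% = response to 3 µM Δ7-dafachronic acid high control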
sPLA2-III inh – Blocks human group III sPLA2 activity | Q9NZ20 | QFRET BODIPY PC-A2 liposome hydrolysis, fluorescence | inhibition, % at 12.2 µM | 0.56% of 370,000 active | AID 743126;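 active = inhibition above mean plus 3 SD of compounds lying within the high and low control bounds, cut at about 19% in these data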;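 note: 0% = median of test compound wells and 100% = no enzyme DMSO wells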
GAA850 FXN act – frataxin GAA850 promoter activation; activation, % at 6 µM; HEK293 lucGAA850 FXN promoter luciferase reporter, 24 h; percent of 10 µM SAHA response; 0.56% of 360,000 active;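 active = activation above the average of all compounds screened plus 3 SD, cutoff fixed separately per campaign, cut at about 7.5% in these data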;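 note: 0% = DMSO wells and 100% = 10 µM SAHA wells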
ssDAF12 agonist – activates DAF-12 receptor from parasite S. stercoralis. HEK293 ssDAF-12/GRIP1 lit1-tk-luc reporter, luminescence; % of 3 µM dafachronic acid response. AID 652126. 1% of 370,000 active. activation, % at 6.8 µM;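 active = activation above the mean over all tested compounds plus 3 SD, cut at about 0.9% in these data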;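 note: 0% = DMSO-only wells and 100% = 3 µM delta7-dafachronic acid wells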
Rev-erbA mod – Rev-erb alpha (human) modulation | P20393 | Rev-erbα–FITC-DNA binding, fluorescence polarization, 90 min | activity, % at 10 µM | 0.79% of 370,000 active;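 active = activity above about 14%, limit read from the data; passing the limit was not always enough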;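 note: 0% = DMSO wells with 35 nM protein and 100% = DMSO wells with 750 nM protein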
DAX1 inh-1 – blocks DAX1 repression of SF-1 activated StAR promoter | AID 652010 | 1.1% of 370,000 active | inhibition, % at 6.8 µM | HEK293T StAR-luciferase reporter, SF-1/DAX-1 repression relief;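 active = inhibition above the mean over all tested compounds plus 3 SD, cut at about 3.6% in these data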;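 note: 0% = DAX-1 cells with DMSO and 100% = cells lacking DAX-1 with DMSO; higher inhibition means more luminescence from relief of DAX-1 repression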
DAX1 inh-2 – inhibitors of human orphan nuclear receptor DAX1 (NR0B1); inhibition, % at 6.75 µM; HEK293 Gal4-DAX1 luciferase reporter, luminescence; AID 504766; 0.99% of 340,000 active;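 active = inhibition above the mean over all tested compounds plus 3 SD, cut at about 4.2% in these data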;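 note: 0% = DAX1-transfected cells with DMSO and 100% = empty-vector control cells with DMSO; inhibition shows as a rise in luminescence from relieved DAX1 repression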
SMARCA2 activ – SMARCA2 function activation, primary screen | MG213 cells, MMTV-luciferase reporter, dexamethasone, overnight | activation, % at 9.1 µM | 1% of 370,000 active; in the data active = activation above about 7.8%;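 note: 0% = vehicle wells and 100% = reference activator wells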
PLCb3 inh – blocks human PLC-beta3 enzyme activity | AID 720704 | 0.18% of 370,000 active | inhibition, % at 12.2 µM | Q01970 | Purified PLC-beta3, fluorogenic substrate, fluorescence; in the data active = inhibition above about 11%;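 note: 0% = median of compound wells on plate and 100% = full blocker control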
Target sequence (Q01970 whole entry, looked up): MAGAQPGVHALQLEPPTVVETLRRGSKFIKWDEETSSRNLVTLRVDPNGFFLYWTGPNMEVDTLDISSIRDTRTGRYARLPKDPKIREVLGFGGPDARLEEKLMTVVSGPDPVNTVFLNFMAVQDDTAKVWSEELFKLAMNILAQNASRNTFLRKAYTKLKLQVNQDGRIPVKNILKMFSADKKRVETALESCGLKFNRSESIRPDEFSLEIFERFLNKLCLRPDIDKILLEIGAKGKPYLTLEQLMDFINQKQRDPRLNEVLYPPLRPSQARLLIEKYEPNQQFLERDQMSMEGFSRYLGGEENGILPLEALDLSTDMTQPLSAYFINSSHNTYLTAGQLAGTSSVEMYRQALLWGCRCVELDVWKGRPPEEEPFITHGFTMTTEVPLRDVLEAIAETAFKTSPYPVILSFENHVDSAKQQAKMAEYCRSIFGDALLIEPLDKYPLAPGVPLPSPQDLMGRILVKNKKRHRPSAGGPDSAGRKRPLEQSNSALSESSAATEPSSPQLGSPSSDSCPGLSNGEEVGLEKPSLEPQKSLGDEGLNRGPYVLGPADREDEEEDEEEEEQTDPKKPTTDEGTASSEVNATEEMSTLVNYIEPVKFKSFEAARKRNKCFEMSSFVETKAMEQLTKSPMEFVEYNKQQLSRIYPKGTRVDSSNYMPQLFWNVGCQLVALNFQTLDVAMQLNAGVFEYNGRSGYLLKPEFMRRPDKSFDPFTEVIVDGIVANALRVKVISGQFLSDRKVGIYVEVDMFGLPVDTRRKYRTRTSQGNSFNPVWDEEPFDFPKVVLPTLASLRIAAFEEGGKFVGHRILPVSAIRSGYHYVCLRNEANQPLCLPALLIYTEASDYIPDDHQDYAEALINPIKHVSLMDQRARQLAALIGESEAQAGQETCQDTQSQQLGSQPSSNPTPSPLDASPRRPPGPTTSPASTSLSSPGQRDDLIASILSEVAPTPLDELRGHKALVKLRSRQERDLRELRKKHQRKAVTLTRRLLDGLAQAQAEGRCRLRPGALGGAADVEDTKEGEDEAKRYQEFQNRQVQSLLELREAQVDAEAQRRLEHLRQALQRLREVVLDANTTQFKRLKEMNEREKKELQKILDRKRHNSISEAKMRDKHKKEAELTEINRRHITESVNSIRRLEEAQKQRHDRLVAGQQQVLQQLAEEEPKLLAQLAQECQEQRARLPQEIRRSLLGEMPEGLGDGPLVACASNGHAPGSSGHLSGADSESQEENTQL
* hit, by the source's call; i = inactive; · = no result given.

item | SMILES | PG9 Ab binder | hgDAF-12 ag | hcDAF-12 act | sPLA2-III inh | GAA850 FXN act | ssDAF12 agonist
1 | CC(=O)NC12CC3CC(C1)CC(C(=O)OCC(=O)c1cc(C)n(C)c1C)(C3)C2 | 0.7 | 16.4* | 6.7* | 4.4 | 2.8 | -0.2
2 | CCCCN(C=O)c1c(CC)nc2ccc(C(=O)NCCOc3ccc(OC)cc3)cn12 | 0.1 | -0.5 | -0.6 | -7.9 | -2.2 | -1.3
3 | O=S(Cc1ccc(Br)cc1)Cc1nnc(SCc2ccc(Cl)cc2)n1-c1ccccc1 (configuration not stated) | -0.6 | -6.2 | -3.8 | -28.3 | -3.1 | -2.7
4 | O=C(N/N=C/c1ccco1)c1[nH]ncc1Br | -1.9 | 7.2 | 0.6 | 7.3 | 4.9 | 0.3
5 | O=C(NNc1nc2cc3c(cc2s1)OCCO3)c1ccc(F)cc1 | -1.5 | 3.8 | 4.3 | 18.4 | 2.2 | 0.1
6 | CCc1cc(=O)oc2cc(OCC(=O)NCCCn3ccnc3)ccc12 | -2.3 | -1.6 | 0.4 | 4.0 | 3.3 | -0.8
7 | O=c1[nH]c(C2CCN(S(=O)(=O)c3cccc(Cl)c3)CC2)nc2c1nnn2Cc1ccccc1 | -0.9 | -0.4 | -0.5 | -35.6 | -2.5 | -1.0
8 | Cc1cc(OCCOCCN(C)CCO)cc(C)c1Cl | -0.8 | -2.0 | -0.1 | -2.3 | -0.8 | -0.7
9 | CCN(CCCNC(=O)Cn1cc2c(n1)CCCC2)c1cccc(C)c1 | -1.1 | -0.1 | -0.7 | -2.3 | -1.1 | -1.1
10 | CS(=O)(=O)N1CCC(C(=O)Nc2ccc(F)cc2)CC1 | -1.1 | -2.1 | -0.4 | 5.2 | 0.6 | -1.6
11 | Cc1cc(C)nc(Nc2nc(C)c3cc4c(cc3n2)OCO4)n1 | -1.3 | 1.9 | -1.7 | 2.1 | 2.4 | -1.4
12 | c1ccc(-n2nc3c(ccc4cnnc43)[nH]2)cc1 | 2.9 | 18.8* | 5.7* | -13.1 | 6.1 | 0.9

item | Rev-erbA mod | DAX1 inh-1 | DAX1 inh-2 | SMARCA2 activ | PLCb3 inh
1 | -3.1 | 9.8* | 1.5 | 2.4 | -9.5
2 | -5.8 | -0.8 | · | -1.0 | -15.2
3 | -7.2 | -3.2 | -1.0 | -7.4 | -0.3
4 | 5.8 | 2.7 | 7.1* | 3.4 | -6.8
5 | 4.8 | -0.2 | 3.1 | -2.4 | -2.9
6 | 1.9 | -1.9 | 0.3 | -1.1 | -8.6
7 | 13.8 | -0.4 | 0.9 | -1.6 | -6.3
8 | -0.7 | 0.0 | 0.0 | 0.4 | 0.4
9 | 8.0 | -2.0 | -0.2 | -1.1 | 0.7
10 | 3.8 | -0.4 | 0.6 | -1.0 | -9.4
11 | -3.3 | 0.0 | 0.3 | -1.1 | -15.4
12 | -6.8 | 2.0 | 1.3 | 4.0 | -490.6

item | SMILES | PG9 Ab binder | hgDAF-12 ag | hcDAF-12 act | sPLA2-III inh | GAA850 FXN act | ssDAF12 agonist
13 | O=C(O)C1=C(C(=O)N2CCN(C(=O)c3ccco3)CC2)CCCC1 | 0.1 | -2.7 | -1.0 | 4.8 | -1.2 | -1.4
14 | COc1ccccc1-c1oc2ccccc2c1C#CC1(N)CCCCC1 | -1.4 | -0.9 | -0.9 | 7.8 | 2.2 | -0.6
15 | CCOc1ccccc1C1NC(=O)NC(C)=C1C(=O)OC1CCCC1C (configuration not stated) | -0.7 | -1.3 | -2.1 | 1.9 | -0.2 | -1.6
16 | COc1ccc(NC(=O)c2ccco2)cc1NC(=O)c1cc2ccccc2o1 | 1.2 | -1.9 | -3.4 | -24.1 | -1.3 | -1.8
17 | COc1ccc(NS(=O)(=O)c2cn(C)cn2)c(OC)c1 | -0.7 | 0.2 | -0.5 | 4.5 | 0.9 | -1.1
18 | O=c1c2ccccc2n2c(-c3cccc(F)c3)nnc2n1Cc1ccccc1 | -0.5 | -3.9 | -2.3 | 7.1 | 0.7 | -1.5
19 | CC(C)(C)CCN1CCC[C@H](NC(=O)COc2ccc(F)c(Cl)c2)C1 | · | -2.7 | 1.2 | -2.2 | · | -0.8
20 | COc1ccccc1NC(=O)Oc1ccc(NC(=O)c2ccco2)cc1 | -0.9 | 0.1 | 0.5 | 1.1 | -1.0 | -1.1
21 | CCC(C)[C@H](NS(=O)(=O)c1ccc(C)cc1)C(=O)N1CCC(C(=O)N[C@@H](Cc2ccccc2)C(=O)O)CC1 (some centres not stated) | -0.2 | -0.7 | -2.4 | 5.3 | 2.1 | -1.4
22 | CCOC(=O)[C@@H]1[C@H]2COc3ccc(Br)cc3[C@H]2N2C(=O)N(c3ccc(Cl)cc3)C(=O)[C@]12C | 0.9 | -2.2 | 0.5 | 1.4 | -2.3 | -1.2
23 | Cc1ccc(-n2ncc3c(=O)n(CC#N)cnc32)cc1C | 1.1 | 1.3 | 0.7 | -2.6 | 1.9 | -0.6
24 | Cc1ccc(/C=N/NC(=O)c2ccc(-n3cccc3)cc2)o1 | -1.1 | -0.8 | -1.7 | -9.5 | 1.3 | -1.3

item | Rev-erbA mod | DAX1 inh-1 | DAX1 inh-2 | SMARCA2 activ | PLCb3 inh
13 | 1.1 | 0.7 | -0.2 | -1.4 | 4.1
14 | 0.0 | -0.1 | -0.1 | -0.7 | -47.5
15 | 0.3 | -0.2 | 0.1 | -0.4 | 0.7
16 | -2.4 | -1.1 | -1.1 | -2.0 | -42.4
17 | -1.4 | 0.2 | 0.3 | -2.3 | -2.2
18 | 8.0 | 0.7 | 0.5 | -1.2 | 0.0
19 | -7.3 | · | · | · | 0.2
20 | 2.1 | -0.2 | 1.3 | -2.8 | -3.2
21 | -1.4 | 1.1 | -0.1 | -2.9 | -4.3
22 | 0.1 | -0.1 | 1.4 | -0.5 | 2.9
23 | 0.3 | 0.5 | 2.1 | 2.3 | -2.0
24 | -2.6 | -0.6 | -0.8 | -1.7 | -28.0

item | SMILES | PG9 Ab binder | hgDAF-12 ag | hcDAF-12 act | sPLA2-III inh | GAA850 FXN act | ssDAF12 agonist
25 | O/N=C/c1ccc2cccc(OCc3ccccc3)c2n1 | -1.1 | -0.6 | 0.3 | -10.2 | 3.6 | -1.3
26 | O=C(CSc1cc(Cl)ccc1Cl)N/N=C/c1ccc[nH]1 | · | -6.8 | -4.9 | -1.7 | · | -2.1
27 | O=C(NCC1CCCCC1)c1ccc(Cl)nc1 | 0.0 | -0.6 | -0.8 | 7.2 | 2.4 | -0.7
28 | COC(=O)c1ccccc1NC(=O)Cn1c(=O)oc2ccc(Cl)cc21 | -1.2 | -1.7 | -1.2 | -7.4 | 0.0 | -0.8
29 | Cc1cc(C)c(C#N)c(SCc2[nH]nc3c2C(c2ccc(F)cc2)C(C#N)=C(N)O3)n1 (configuration not stated) | -1.8 | 1.0 | 0.0 | -33.0 | -1.6 | -1.5
30 | CCC(=O)c1ccc(N2CCN(C(=O)c3cccs3)CC2)c(F)c1 | -2.5 | 5.8 | -0.5 | -8.8 | 4.2 | -1.4
31 | Cc1cccc(NC(=O)c2cccc(C(=O)Nc3cccc(C)c3C)n2)c1C | -0.2 | -1.9 | 0.5 | -1.2 | -1.6 | -0.5
32 | CCOC(=O)c1nnn(-c2nonc2N)c1CN1CCCCCC1 | -3.2 | -0.2 | -1.3 | 2.7 | -2.2 | -1.4
33 | Cn1cnnc1SCC(=O)NNC(=O)COc1ccc(Cl)cc1 | -1.7 | -2.3 | -1.2 | 0.9 | 0.9 | -1.6
34 | Cc1sc(NC(=O)CSc2nnc(COc3ccc(Cl)cc3)n2C)c(C#N)c1C | -2.2 | 2.1 | -2.3 | 3.0 | -2.2 | -0.6
35 | CCOC(=O)c1c(-n2cccc2)sc2c1CCCC2=O | 3.9 | -2.0 | -2.0 | -1.7 | 0.9 | -1.2
36 | O=C(Nc1ccc(O)c(C(=O)O)c1)c1ccc2c(c1)C(=O)N(CC1CCCO1)C2=O (configuration not stated) | 0.6 | -0.5 | -0.1 | -6.0 | -0.1 | -0.6

item | Rev-erbA mod | DAX1 inh-1 | DAX1 inh-2 | SMARCA2 activ | PLCb3 inh
25 | -1.2 | -0.3 | 2.2 | -1.9 | i
26 | 1.5 | · | · | · | 1.9
27 | 5.0 | 0.0 | 0.0 | -1.4 | 4.2
28 | 1.5 | -0.8 | -0.4 | -2.9 | 4.8
29 | -2.0 | 0.1 | 0.3 | 3.0 | -8.7
30 | 4.5 | 0.2 | -0.2 | 4.3 | -5.9
31 | 7.7 | -0.2 | -0.1 | 1.2 | -4.4
32 | -1.8 | -0.5 | -0.3 | -0.1 | -7.8
33 | 0.2 | -0.2 | -0.3 | 3.1 | 2.1
34 | 5.1 | 0.1 | -0.2 | -1.1 | -0.6
35 | 4.9 | -1.1 | -0.7 | 1.4 | -0.3
36 | -1.0 | -0.1 | 1.2 | 1.5 | 1.7

Looked up above.
#35 in GAA850 FXN act = 0.9
#9 in DAX1 inh-1 = -2.0

Going on with the list.
item | SMILES | PG9 Ab binder | hgDAF-12 ag | hcDAF-12 act | sPLA2-III inh | GAA850 FXN act | ssDAF12 agonist
37 | CCC/C(=C1/c2ccccc2C(=O)N1c1ccccc1)c1cnc(OC)nc1 | -1.9 | 2.4 | 1.3 | -0.8 | 2.4 | -0.3
38 | Cc1ccc(CNC(=O)Cn2nnc(C(=O)Nc3cc(C)ccc3C)c2N)cc1 | -0.6 | -0.7 | 1.9 | 6.6 | 0.6 | -1.2
39 | O=C(CCOc1ccccc1)Nc1ccc([N+](=O)[O-])cc1 | -2.5 | 0.2 | 0.1 | -2.9 | -0.2 | -2.1
40 | COc1cc(/C=N/NC(=O)Cc2csc(N3CCOCC3)n2)cc(OC)c1O | -1.7 | -0.5 | -1.5 | -4.3 | -0.9 | -1.6
41 | CCNc1nc(NC(C)C)nc(SCCOC(=O)c2ccccc2)n1 | -0.2 | -3.7 | -2.2 | -3.0 | 5.1 | -1.6

item | Rev-erbA mod | DAX1 inh-1 | DAX1 inh-2 | SMARCA2 activ | PLCb3 inh
37 | 0.8 | 0.4 | 0.6 | 0.6 | -8.0
38 | -0.4 | -0.7 | -0.1 | -0.8 | -2.0
39 | 2.5 | -0.5 | -2.0 | 0.7 | 1.7
40 | -7.7 | 0.0 | 0.6 | 0.0 | -9.0
41 | -7.2 | -0.5 | -0.1 | -2.5 | 5.4

Among those listed so far, these contain two or more sulfur atoms.
item | SMILES | PG9 Ab binder | hgDAF-12 ag | hcDAF-12 act | sPLA2-III inh | GAA850 FXN act | ssDAF12 agonist
3 | O=S(Cc1ccc(Br)cc1)Cc1nnc(SCc2ccc(Cl)cc2)n1-c1ccccc1 (configuration not stated) | -0.6 | -6.2 | -3.8 | -28.3 | -3.1 | -2.7
34 | Cc1sc(NC(=O)CSc2nnc(COc3ccc(Cl)cc3)n2C)c(C#N)c1C | -2.2 | 2.1 | -2.3 | 3.0 | -2.2 | -0.6

item | Rev-erbA mod | DAX1 inh-1 | DAX1 inh-2 | SMARCA2 activ | PLCb3 inh
3 | -7.2 | -3.2 | -1.0 | -7.4 | -0.3
34 | 5.1 | 0.1 | -0.2 | -1.1 | -0.6
